Tb PYK inh – inhibitors of Trypanosoma brucei pyruvate kinase | AID 624173 | 0.12% of 410,000 active | TbPYK enzyme, Kinase-Glo Plus ATP luminescence, 45 min | Potency, µM (series often up to 76.8 µM), for inactives: at the top dose activity, negative = inhibition, actives largely listed as inhibitors; active means well fitted inhibition curve with a large enough effect; inconclusive means small, poorly fitted or top-dose-only effect; further: nearly all actives have a fitted effect of over 50% in size
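Luminescent Kinase-Glo Plus end-point after 45 min room-temperature reaction of T. brucei pyruvate kinase started with 130 uM ADP (final). Buffer TEA 50 mM pH 7.2 with KCl, MgCl2, BSA, Tween-20; titration-based qHTS with fitted concentration-effect curves.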
Starred values were filed as active, the others as inactive; ? = inconclusive. On the % scale 0 is the no-effect control and ±100 the full control effect; potency means the concentration at half of the fitted maximal effect.

SMILES | Tb PYK inh
N#CC(C(O)c1ccccc1)N1CCOCC1 (stereo not drawn) | 3.7%
CC(C)(C)c1ccc(OCC(O)CN2CCOCC2)cc1 (stereo not drawn) | -5.4%
CC(=O)c1ccc(N2CCN(c3nc4c(S(=O)(=O)c5ccc(C)c(C)c5)nnn4c4ccc(Cl)cc34)CC2)cc1 | 2.7%
COc1cccc(NS(=O)(=O)c2ccc3c(c2)[C@H]2C=CC[C@H]2[C@@H](c2ccccc2Cl)N3)c1 | 1.7%
Cc1ccc2c(=O)c(C(=O)c3cccc(Cl)c3)cn(CC(=O)NCc3ccccc3)c2n1 | 1.7%
CC(=O)Nc1c(C)nn(-c2ccccc2)c1N1CCC(C(=O)Nc2cccc(C(F)(F)F)c2)CC1 | -1.5%
O=c1c2sc3ccccc3c2n(Cc2cccc(C(F)(F)F)c2)c(=O)n1Cc1ccc(F)cc1 | 5.8%
COc1ccccc1C(=O)Nc1nnc(SCc2cc(=O)n3ccc(C)cc3n2)s1 | 0.0%
Cc1nn(C(=O)c2ccc(Br)cc2)c(C)c1S(=O)(=O)N1CCOCC1 | -2.2%
CCC(=O)N1c2ccccc2CC1C(=O)NCCc1ccc(OC)c(OC)c1 (stereo not drawn) | 4.0%
O=C(Nc1ccccc1)c1cccc2c(=O)c3c([nH]c12)CCCC3 | -6.8%
CCC(=O)N1CCC1(C)C(=O)Nc1cccc2c1CCCC2 (stereo not drawn) | -9.7%
CCCCOc1ccc(C(=O)Nc2cccc(-c3nc4cccnc4s3)c2)cc1 | -2.4%
COc1cc(/C=C/CNC[C@H]2O[C@@H](n3ccc(N)nc3=O)[C@H](O)[C@@H]2O)ccc1O | -5.4%
CCOC(=O)C1=C(CS(=O)(=O)c2ccc(C)cc2)NC(=O)NC1c1ccc(C(C)C)cc1 (stereo not drawn) | -5.7%
COc1ccc(OC)c(CCNC(=O)c2cnn(-c3ccc(C)cc3C)c2C2CCN(C(=O)OC(C)(C)C)CC2)c1 | -1.2%
O=C1NC(=S)NC(=O)C1Cc1ccccc1 | ?
Cc1nn(CC(=O)N2CCN(c3cccc(Cl)c3)CC2)c(=O)c2c1sc1ccccc12 | -0.2%
CCOC(=O)c1scc(-c2ccc(C)cc2)c1S(=O)(=O)Nc1cc(C)ccc1C | -7.1%
O=C1Nc2ccccc2SC1=Cc1ccccc1 | -6.6%

Among those listed so far, these have a CF3 group:
SMILES | Tb PYK inh
CC(=O)Nc1c(C)nn(-c2ccccc2)c1N1CCC(C(=O)Nc2cccc(C(F)(F)F)c2)CC1 | -1.5%
O=c1c2sc3ccccc3c2n(Cc2cccc(C(F)(F)F)c2)c(=O)n1Cc1ccc(F)cc1 | 5.8%

Following part:
SMILES | Tb PYK inh
CCOC(=O)[C@]12Cc3c(cc(OC)c(OC)c3OC)[C@H]1N(C)C(=O)c1ccccc12 | -1.3%
COc1ccc(C(=O)O)c(O)c1 | 3.1%
O=C(Cc1ccc(NC(=O)C2CCN(C(=O)C3CCCC3)CC2)cc1)Nc1ccc(C(=O)N2CCOCC2)cc1 | 0.7%
O=C(COC(=O)c1ccccc1NCCO)Nc1ccc(S(=O)(=O)NC2=NCCCCC2)cc1 | -5.4%
Cc1ccc(-c2onc(C)c2C)cc1S(=O)(=O)N1c2ccccc2CC1C (stereo not drawn) | -6.7%
CC[C@]12C(=O)N(C)C[C@H]([C@@H]3C(=O)N(Cc4ccccc4)C(=O)[C@@H]31)N2C(=O)c1ccc(F)cc1 | 2.1%
CC(=O)c1ccc(Nc2nc(C(N)c3ccccc3)cs2)cc1 (stereo not drawn) | 0.6%
Oc1ccc(C[C@H]2CNC(=S)N2C[C@H]2CCCN2C[C@H](Cc2ccccc2)N2C[C@H](Cc3ccc(O)cc3)N(CC3CCCCCC3)C2=S)cc1 | 3.8%
CCOC(=O)c1cnc2ccccc2c1Nc1cccc(OC)c1 | 1.3%
CC1=C(C(=O)Nc2ccccc2)C(c2ccccn2)n2nc(SCc3ccccc3)nc2N1 (stereo not drawn) | 0.9%
COc1ccc(N(C)C(=O)c2cn(C3CCCCC3)c(=O)c3c2c2ccccc2n3C)cc1 | -10.4%
Cc1cccc(Cn2c(=O)n(Cc3ccccc3)c(=O)c3c2c2cc(C)ccc2n3C)c1 | 4.1%
N#CC1(C#N)OC12CCS(=O)(=O)c1ccccc12 (stereo not drawn) | -14.8%
Nc1nc(SCC(=O)c2ccc(Cl)cc2)c2ncn(C3OC(CO)C(O)C3O)c2n1 (stereo not drawn) | -0.9%
O=C(O)CSc1c(Cl)c(=O)oc2ccc(Cl)cc12 | -7.5%
Cn1c(=O)c2c(nc(NCCc3ccccc3)n2Cc2ccc(Cl)cc2)n(C)c1=O | -5.5%
c1ccc(CCc2ccc3n2Cc2cnnn2-c2ccccc2-3)cc1 | 0.4%
CCN(CC)CCNC(=O)c1sc2nc3n(c(=O)c2c1C)CCCCC3 | -5.7%
Cc1cc2c(cc1S(=O)(=O)CCC(=O)N1CCC(C)CC1)OCC(=O)N2 | 4.8%
O=C(CCC1N=C2c3ccccc3N=C(SCc3cccc(F)c3)N2C1=O)NCc1cccs1 (stereo not drawn) | -0.2%

SMILES | Tb PYK inh
CC(=O)N1C[C@@H](CO)[C@@H](N(C)C(=O)C2CCCCC2)C[C@H]1c1ccccc1 | -13.9%
CC(NC(=O)C1CC(=O)N(c2ccc3c(c2)OCCO3)C1)c1ccccc1 (stereo not drawn) | -5.9%
COc1ccc(Oc2ncc3ncc(=O)n(Cc4ccc(F)cc4)c3n2)cc1 | 1.8%
Cc1ccn2c(=O)cc(COc3ccc(NC(=O)COc4ccccc4)cc3)nc2c1 | -3.3%
Cc1ccc(/C=C/c2onc(C)c2S(=O)(=O)N2CCC(C(=O)N3CCN(c4cc(C)ccc4C)CC3)CC2)cc1 | -2.0%
COc1ccc(C)cc1NC(=O)C1CCCN(c2ncnc3onc(C)c23)C1 (stereo not drawn) | 0.3%
COc1cc(NC(=O)Cn2c(=O)n(C(C)C)c(=O)c3oc4ccccc4c32)cc(OC)c1 | 2.1%
O=C(NCc1ccc(Cl)cc1)c1cnc2sc(N3CCCC3)nn2c1=O | 0.0%
CC(NC(=O)c1ccccc1)C(=O)OCC(=O)Nc1cccc(S(=O)(=O)N2CCCC2)c1 (stereo not drawn) | -3.6%
CC(=O)Nc1ccc(C=NNc2nnc(NN=Cc3ccc(NC(C)=O)cc3)c3ccccc23)cc1 | 2.7%
O=C(CCC(=O)OCCOc1ccccc1)OCCOc1ccccc1 | -2.0%
O=S(=O)(c1ccccc1)c1nnn2c1nc(NCc1ccc(F)cc1)c1sccc12 | 4.5%
CCOC(=O)c1ccc(CN(Cc2ccc(C)cc2)S(=O)(=O)c2ccc(NC(C)=O)cc2)cc1 | -10.7%
COc1ccccc1-c1cccc([C@@H]2C[C@H]3[C@H](CON3C)CN2C(C)=O)c1 | 5.0%
COc1ccc(CNC(=O)CCc2c(C)nn(-c3ccc(N4CCCC4)nn3)c2C)cc1 | -4.7%
COc1ccc(CCNC(=O)Cn2c(-c3cccs3)cc3cc(F)ccc32)cc1OC | -7.8%
Cc1noc(COc2ccccc2OCC(N)=O)n1 | -6.3%
CCN1CCN(C(=O)c2cnn(-c3ccc(F)cc3)c2-n2cccc2)CC1 | 4.3%
Nc1ccn(C[C@@H](CO)OCP(=O)(O)O)c(=O)n1 | 3.0%
Cn1nnnc1SCCNCc1ccc(Cl)c(Cl)c1 | 0.8%

Individual results from the results shown.
Nc1ccn(C[C@@H](CO)OCP(=O)(O)O)c(=O)n1 @ Tb PYK inh: 3.0%
O=S(=O)(c1ccccc1)c1nnn2c1nc(NCc1ccc(F)cc1)c1sccc12 @ Tb PYK inh: 4.5%
CC(=O)Nc1ccc(C=NNc2nnc(NN=Cc3ccc(NC(C)=O)cc3)c3ccccc23)cc1 @ Tb PYK inh: 2.7%
Cc1noc(COc2ccccc2OCC(N)=O)n1 @ Tb PYK inh: -6.3%

More entries follow.
SMILES | Tb PYK inh
COc1ccc(CNC(=O)C(C)n2nc(C)c3sc4ccccc4c3c2=O)cc1OC (stereo not drawn) | 0.8%
CCOc1ccc(C(=O)/C=C/c2cn(CC(O)CN3CCc4ccccc43)c3ccccc23)cc1 (stereo not drawn) | -2.4%
CCC(=O)C1=C(c2ccc(F)cc2)N(C(=O)CC)n2c(nnc2-c2ccc(OC)cc2)S1 | -3.8%
CC(C)c1ccccc1NC(=O)CSc1nnc(COc2ccccc2)o1 | 0.9%
COc1ccc(CN2CC[C@H]3C=CC[C@@H](C(=O)N4CCOCC4)[C@H]3C2=O)cc1OC | -3.4%
CCOC(=O)c1c(C)c(-c2ccccc2)n(CC(=O)Nc2cc(C)cc(C)c2)c1C | 1.1%
N#CC1c2ccccc2-n2nncc2CN1Cc1cc(Cl)cc(Cl)c1 (stereo not drawn) | 0.2%
S=P(N1CCCCCC1)(N1CC1)N1CC1 | -7.5%
Cc1ccc(CSc2nc3c(c(=O)[nH]2)C(c2cccc(F)c2F)CC(=O)N3)cc1 (stereo not drawn) | 3.1%
CCOC(=O)c1c(NC(=O)C(C)Oc2ccccc2F)sc(C(C)=O)c1C (stereo not drawn) | 1.6%
CC1(C)CC(=O)C=C(Nc2cccc(Cl)c2Cl)C1 | 5.6%
Cc1ccc2oc(-c3cccc(NC(=O)c4ccc(N5CCC(C)CC5)c([N+](=O)[O-])c4)c3)nc2c1 | -2.4%
Nc1c(-c2nc(-c3ccccc3)cs2)c2ccccn2c1C(=O)c1ccc2c(c1)OCO2 | 0.9%
Cc1ccc(CNC(=O)Cn2c(=O)n(-c3ccc(C)c(F)c3)c(=O)c3sc4ccccc4c32)cc1 | 2.2%
CC(CC(=O)Nc1ccc2c(c1)c(=O)n(C)n2Cc1ccc(F)cc1)C(F)(F)F (stereo not drawn) | -1.1%
O=c1c2ccccc2sc2ccc(NCCCN3CCOCC3)cc12 | 0.2%
COCCN(Cc1ccc(C)cc1)C(=O)[C@H]1O[C@@H](n2ccc(=O)[nH]c2=O)[C@H](O)[C@@H]1O | -3.1%
COc1cccc(C2C(C(=O)Nc3ccc(Cl)cc3)=C(C)Nc3nc4ccccc4n32)c1OC (stereo not drawn) | 4.5%
CCCS(=O)(=O)c1nc(S(=O)(=O)c2ccc(C)cc2)c(NCc2ccccc2Cl)s1 | 8.4%
CC(=O)c1ccc(N2CCN(S(=O)(=O)c3ccc4[nH]c5c(c4c3)CCCCC5)CC2)cc1 | -0.3%

Compound | Tb PYK inh
COC(=O)[C@@]1(Cc2ccc(OC)cc2)[C@H]2c3cc(C(=O)N4CCCC4)n(CCc4ccc(OC)c(Br)c4)c3C[C@H]2CN1C(=O)c1ccccc1 | 3.6%
O=c1c(S(=O)(=O)c2ccccc2)cn(Cc2ccc(F)cc2)c2cc(N3CCOCC3)c(F)cc12 | -8.2%
C#CC(C)(CC)NC(=O)c1cnn2c(C(F)F)cc(-c3ccccc3OC)nc12 (stereo not drawn) | 1.3%
Cc1ccc(C(=O)N/C(=C\c2ccc(Cl)cc2)C(=O)NC2CCCCC2)cc1 | 4.9%
S=C(NCc1ccccc1)C(=S)NCc1ccccc1 | 6.3%
Cc1ccc(-c2nn(CCC(=O)Nc3ccc(OC(F)(F)F)cc3)c(=O)c3ccccc23)cc1 | 4.3%
CCOc1ccc(-n2c(=O)c3c(C)c(C)sc3n(Cc3cc(=O)n4cc(Cl)ccc4n3)c2=O)cc1 | -3.9%
Nc1ncnc2c1ncn2[C@@H]1O[C@H](C(=O)N2CCC(F)(F)CC2)[C@@H](O)[C@H]1O | -0.3%
CCOc1ccc(/C=C/c2nc3ccccc3n2S(=O)(=O)c2ccc(Br)cc2)cc1 | -12.5%
O=C(c1cccs1)N1C[C@H](n2cc(C3CC3)nn2)[C@@H](O)C[C@@H]1c1ccccc1 | -2.1%
CCCCS(=O)(=O)c1oc(-c2ccc(F)cc2)nc1S(=O)(=O)c1ccccc1 | 6.9%
CN(C)CCNC(=O)C1CCN(c2ncnc3c2nc2n3CCCCC2)CC1 | 0.0%

Compound | Tb PYK inh
COc1ccccc1CNC(=O)CN1C(=O)CSc2ccc(S(=O)(=O)N(C)C)cc21 | 0.0%
Cc1ccc(-c2cc(C(F)(F)F)n3ncc(-c4ccccc4)c3n2)cc1 | -3.8%
COc1ccc(C(=O)Nc2nc(-c3nnn(-c4ccc(C(C)C)cc4)c3C)ns2)cc1 | 1.0%
CCOC(=O)c1c(NC(=O)CCCOc2ccc(C)cc2)sc2c1CCC(C)C2 (stereo not drawn) | -3.9%
Cc1ccc(-c2cn3c(n2)sc2cc(C(=O)NCCCc4ccccc4)ccc23)c(C)c1 | -4.3%
O=C(NCc1ccc2c(c1)CCN2C(=O)c1ccncc1)c1ccc(Cl)cc1 | 0.7%
O=C(CCC1N=C2c3ccccc3N=C(SCc3ccc(Cl)cc3)N2C1=O)NCCc1ccccc1 (stereo not drawn) | 1.4%
CC1CN1P(=O)(Oc1ccccc1)N1CC1C (stereo not drawn) | 6.3%
O=C(NCCCCNC(=O)c1c(Cl)cccc1Cl)c1c(Cl)cccc1Cl | -0.4%
NC(=O)c1cccc(-c2ccnc3c2CC(C(=O)NCc2ccccc2)O3)c1 (stereo not drawn) | 0.9%
CC(=O)c1ccc(S(=O)(=O)N(C)CC(=O)Nc2cccc(S(=O)(=O)N3CCCC3)c2)cc1 | -1.5%
CC(=O)CC(CC(=O)NC1CCCCC1)c1ccccc1 (stereo not drawn) | 3.8%

Compound | Tb PYK inh
Cc1c(C(=O)Nc2cccc(C(F)(F)F)c2)sc2nc[nH]c(=O)c12 | -1.2%
COc1ccc(C)cc1S(=O)(=O)NCc1ccccn1 | -0.7%
CCN(CC)C(=O)c1cccc(-c2csc(C(O)c3ccc(OC)cc3)n2)c1 (stereo not drawn) | -1.1%
CCOC(=O)C(=O)N(C)c1c(CC)nc2c(OCc3cccc(Cl)c3)cccn12 | -5.8%
COc1cccc(S(=O)(=O)N(C)C[C@H]2OCc3cn(nn3)CCCC(=O)N([C@H](C)CO)C[C@@H]2C)c1 | -6.9%

2 entries picked at random from those above:
Compound | Tb PYK inh
Cc1ccc2oc(-c3cccc(NC(=O)c4ccc(N5CCC(C)CC5)c([N+](=O)[O-])c4)c3)nc2c1 | -2.4%
COc1ccc(CNC(=O)CCc2c(C)nn(-c3ccc(N4CCCC4)nn3)c2C)cc1 | -4.7%

From PubChem

A portion of the library; count on the stated rates, not on these rows.
